Shn3 3UTR inh: inhibitors of Schnurri-3 3'UTR reporter in osteoblasts; Clone20 osteoblast Shn3 3'UTR firefly luciferase, 24 h; inhibition, % at 12.5 µM; actives 0.52% (n = 360,000); AID 588674;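 active = mean inhibition of at least 75% with every replicate also reaching 75%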;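 also: 0% = median of neutral control wells and 100% = pilot-screen positive control compound; some compounds past the cut are filed as inactive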
TWEAK Fn14 block: inhibitors of TWEAK-Fn14 interaction signaling; TWEAK-stimulated Fn14 reporter cells, luciferase luminescence, 8 h; inhibition, % at 10 µM; actives 2% (n = 360,000); AID 1159606; in the data active = inhibition above about 50%
NR2E3 ag-1: NR2E3 (human) agonism; AID 2300; inhibition of corepressor binding, % at 4.78 µM; actives 0.12% (n = 320,000); GST-NR2E3/biotin-RetCOR TR-FRET, 1536-well;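 active = percent inhibition above the cutoff of mean plus 3 SD of all tested compounds, set per screening campaign, cut at about 20% in these data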;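 also: 0% = DMSO wells and 100% = biotin wells as full block of FRET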
Target sequence (Q9Y5X4 whole entry, looked up): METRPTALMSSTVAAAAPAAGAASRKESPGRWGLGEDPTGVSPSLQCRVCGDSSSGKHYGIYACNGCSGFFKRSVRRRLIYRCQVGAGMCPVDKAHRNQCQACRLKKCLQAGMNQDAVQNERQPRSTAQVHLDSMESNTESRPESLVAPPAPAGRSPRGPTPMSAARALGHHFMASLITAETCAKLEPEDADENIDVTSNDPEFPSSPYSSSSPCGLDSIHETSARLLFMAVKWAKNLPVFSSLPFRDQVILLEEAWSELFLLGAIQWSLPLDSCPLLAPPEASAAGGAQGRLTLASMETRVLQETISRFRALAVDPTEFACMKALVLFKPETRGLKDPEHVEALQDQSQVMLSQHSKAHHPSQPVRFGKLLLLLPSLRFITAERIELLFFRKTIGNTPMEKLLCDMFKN
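Test system: GST-NR2E3 and biotin-RetCOR proteins | Quantity: 1.35 nM GST-tagged NR2E3 final | Medium: Tris pH 7.5 | Also added: 7 nM biotin-RetCOR | Dosing: Compound at 4.8 µM, single dose | Timing: 5 h at 4 °C | Detection: Time-resolved FRET | Read-out basis: Percent inhibition | Benchmarks: Biotin wells as high control, 0.6% DMSO wells as low control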
MITF TRPM1 inh: reduces MITF-dependent TRPM1 promoter luciferase signal. SK-MEL-5 TRPM1 promoter luciferase, 24 h. inhibition, % at 12.5 µM. actives 0.83% (n = 330,000);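 active = mean inhibition across replicates of 60% or more, whatever share of single replicates reaches that level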; also: values of inactives mirror those of a sister screen read the other way
TROY NFkB inh: blocks TROY-dependent signaling in reporter cells. inhibition, % at 10 µM. Q293 LMP1-TROYcd NF-kB luciferase reporter, 4 h. actives 0.98% (n = 360,000). AID 1347056;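 active = compounds whose plate-normalised and pattern-corrected inhibition of the luciferase reporter signal at the single screening dose is 50% or more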
KKLEB cytotox: CF airway cell cytotoxicity counter-screen | AID 602141 | KKLEB CF airway cells viability, ATPlite luminescence, overnight; active compounds read low; cells stimulated with P. aeruginosa culture filtrate | activity change (cytotoxicity), % at 5 µM | actives 0.36% (n = 360,000);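 active = corrected activity change at or below -50% at 5 µM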
CF NFkB inh: inhibitors of cystic fibrosis induced NF-kB; KKLEB NF-kB-GFP reporter, PAF-induced, GFP fluorescence overnight; inhibition, % at 5 µM; actives 0.86% (n = 360,000);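 active = at least 50% inhibition at 5 µM, scaled per plate between neutral and stimulator controls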;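 also: PAF is a Pseudomonas aeruginosa culture filtrate used as stimulus; plate controls were PAF-stimulated DMSO wells for no effect and unstimulated DMSO wells for full effect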
NR2E3 ag-2: human photoreceptor-specific nuclear receptor agonism; AID 602229; CHO-S Gal4-NCOR/VP16-NR2E3 two-hybrid, luciferase; actives 0.35% (n = 360,000); inhibition of corepressor binding, % at 3.98 µM; Q9Y5X4;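 active = inhibition above the mean of all tested compounds plus 3 SD, cut at about 70% in these data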;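 also: 0% = DMSO with NR2E3 transfected cells and 100% = cells lacking NR2E3 construct; higher means lower luciferase signal from less NR2E3 corepressor binding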
Peg3 prom inh: inhibitors of Peg3 promoter. HeLa PEG-Prom luciferase reporter, luminescence, overnight. inhibition, % at 20 µM. actives 1.7% (n = 360,000);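 active = inhibition of at least 50% at 20 µM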
TRAIL sens C8: sensitizes caspase-8 expressing cells to TRAIL; AID 624354; NB7+C8 cells + TRAIL, ATPlite viability luminescence; actives 1% (n = 360,000); inhibition (viability loss, TRAIL sensitization), % at 10 µM;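 active = compounds causing at least 50% loss of cell viability in the single-dose screen, relative to plate controls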
HIF-2a block: blocks HIF-2a reporter activity; 786-0 RCC cells HIF-2a reporter, luciferase luminescence, overnight; inhibition, % at 18.8 µM; actives 0.72% (n = 360,000); AID 624352;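 active = inhibition of the luminescence signal of 40% or more relative to plate controls, in a single-dose primary screen at 18.75 µM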
* = called active by the depositor; x = no result given. An excerpt. The share of hits here may be higher or lower than overall.

SMILES	Shn3 3UTR inh	TWEAK Fn14 block	NR2E3 ag-1	MITF TRPM1 inh	TROY NFkB inh	KKLEB cytotox	CF NFkB inh	NR2E3 ag-2	Peg3 prom inh	TRAIL sens C8	HIF-2a block
CCCn1c(=NC(=O)CCS(=O)(=O)c2ccccc2)sc2cc(S(N)(=O)=O)ccc21	-10	-17	2	3	-12	1	9	32	-16	-6	7
CC(=O)Nc1cccc(-c2ccnc3c2CC(C)(C(=O)NCc2ccco2)O3)c1 (stereo not drawn)	14	21	x	x	17	-30	21	-53	-23	19	25
CCOC(=O)CNC(=O)Cn1cnc2c(nnn2-c2cccc(OC)c2)c1=O	-16	28	x	-1	-4	4	-6	-6	7	4	-1
CCN(CC(=O)Nc1ccccc1OC)CC(=O)Nc1ccccc1-c1ccccc1	-14	3	0	7	-5	-10	15	-7	34	20	20
O=C(Oc1ccc2ccccc2c1)c1cncc(Br)c1	8	-2	2	3	2	-9	2	-12	-21	-32	-13
COc1ccc(CC(=O)Oc2ccc(Br)cc2F)cc1S(=O)(=O)N1CCOCC1	-2	16	-3	-6	5	11	25	-14	0	8	15
O=c1c2ccccc2nc(SCc2cn3ccsc3n2)n1-c1ccc(F)cc1	9	3	1	3	-24	-4	-8	-16	23	-5	18
Cc1ccc(NC(=O)CCN2C(=O)C3CCCCC3C2=O)cc1[N+](=O)[O-] (stereo not drawn)	15	1	1	-1	-8	-10	16	-6	-14	3	-5
O=C(c1cccs1)N1CCCc2ccccc21	-20	-5	-3	4	18	7	-11	5	4	-9	-1
CC1C(=O)N2CCCc3cc(S(=O)(=O)N(C)Cc4ccccc4)cc1c32 (stereo not drawn)	-5	15	-5	0	-1	20	5	-26	10	-29	17
Cc1c(C)c2ccc(OCC(=O)N3CCOCC3)c(C)c2oc1=O	-4	1	3	-8	-12	-2	-8	0	-7	-3	-12
C=CCn1c(SCc2cccc(OC)c2)nnc1-c1ccncc1	15	28	0	-5	3	-7	10	-16	10	-13	10
CC1CN(c2oc(Cc3cccc4ccccc34)nc2C#N)CC(C)O1 (stereo not drawn)	9	7	2	5	19	-4	3	-21	20	12	16
COc1cccc(C2C(C(=O)c3cccs3)=C(O)C(=O)N2CCN2CCOCC2)c1 (stereo not drawn)	-8	-13	4	5	-37	9	-12	-14	-2	-1	-17
CCC1(C)NC(=O)N(CC(=O)N2CCC(Cc3ccccc3)CC2)C1=O (stereo not drawn)	11	-25	4	-9	10	4	0	21	-4	-10	-2
CCN(CC(=O)Nc1ccccc1C(F)(F)F)C(=O)CN1C(=O)NC(C)(c2ccc3ccccc3c2)C1=O (stereo not drawn)	-4	4	x	-8	-2	2	-17	-20	20	-8	11
O=C(Cc1n[nH]c(=O)c2ccccc12)OCC(=O)N(Cc1ccccc1)Cc1ccccc1	-8	6	3	-5	5	-5	4	-20	31	-13	12
O=C(c1ccco1)N1CCCC(c2nc3c(nnn3Cc3ccccc3)c(=O)[nH]2)C1 (stereo not drawn)	16	5	3	0	-5	13	-17	-17	3	10	23
Cc1ccc(Oc2ccccc2NC(=O)C2=COCCO2)cc1	5	-28	0	11	-17	-2	-4	18	14	-18	2
Cc1cc(C)c(C#N)c(SCC(=O)Nc2ccc(S(=O)(=O)Nc3onc(C)c3C)cc2)n1	4	-10	-3	8	3	-1	-12	-17	9	12	6
CCCC1CC(c2csc(N)n2)CCO1 (stereo not drawn)	0	-6	1	-8	5	2	6	-15	11	-2	0
O=C(c1ccc(Oc2ccc([N+](=O)[O-])cc2Cl)cc1)N1CCCC1	1	8	-2	15	4	14	-10	1	18	3	16
CC(C)[C@@H]1Cc2[nH][nH]c(=O)c2[C@H](C(C)C)O1	x	15	x	x	6	x	x	0	x	2	8
CN(CC(=O)Nc1ccccc1Br)C(=O)c1ccncc1	-5	-5	0	-7	-21	-14	10	20	4	-7	-15
CN(C)C(=O)c1cn(-c2ccccc2)nc1-c1cccs1	5	-4	0	8	-33	-3	-14	-9	15	-3	-17
NS(=O)(=O)c1ccc(N2N=C(c3ccccc3)CC2c2cccc(Cl)c2)cc1 (stereo not drawn)	-9	11	x	-5	6	10	26	1	41	16	0
Cn1c(/N=C/c2ccc3c(c2)OCO3)nc2ccccc21	2	6	-3	0	-13	4	1	3	4	-4	-29
CCOc1ccc(N=C2NC(=O)S/C2=C\c2ccc(OC)cc2)cc1	3	-7	2	-2	-25	-6	-5	3	15	18	0
O=C(CCCCCCN1C(=O)c2ccccc2C1=O)Nc1nccs1	9	1	2	10	-3	-10	25	-21	9	0	5
CCOc1ccc(NC(=O)CCN2CCN(S(=O)(=O)c3cc(Cl)ccc3OC)CC2)cc1	-30	-4	2	12	0	5	-13	4	-10	-19	0
CCOc1ccccc1/C=N/NC(=O)C[n+]1ccccc1	-6	6	0	5	4	-39	12	0	7	-4	1
OC[C@@H]1CN(Cc2ccc(Cl)cc2)C[C@H](n2cnc3c(NCc4ccncc4)ncnc32)O1	-6	-2	x	x	9	-2	-7	-14	8	1	16
CCN(Cc1ccccc1)S(=O)(=O)c1ccc(C(=O)N(CCCN(C)C)c2nc3c(F)cccc3s2)cc1	7	-6	3	17	-4	-14	20	-22	1	18	7
CCC(C)NCC(=O)Nc1ccc([N+](=O)[O-])cc1C(=O)Nc1ccccc1F (stereo not drawn)	8	3	-1	10	-34	-5	-21	-35	7	3	-38
O=c1c2ccccc2ncn1CCc1ccncc1	6	-5	x	-4	12	-2	14	-3	-6	-7	-24
COC(=O)c1c(NC(C)=O)sc(C(=O)Nc2ccccc2C)c1C	-2	3	0	-17	-44	-2	-9	0	-31	-1	-83
O=C(COC(=O)COc1ccccc1[N+](=O)[O-])Nc1ccc2c(c1)OCO2	-7	-17	x	9	-6	-9	-2	0	2	-13	-12
COCC(C)n1c(C)cc(C(=O)CSc2ccc(NC(C)=O)cc2)c1C (stereo not drawn)	25	33	5	-4	-2	-3	5	22	-33	-3	-2
COc1ccccc1C(=O)COC(=O)CSCC(=O)Nc1cc(C)on1	2	6	2	18	9	5	1	-12	12	-16	26
COc1cc(CNC2CCCCCCC2)c(Br)cc1OCCO	8	1	1	-16	16	-9	1	-8	-13	-7	2
O=C(Cc1ccc(Cl)cc1)NCc1nc(-c2ccccc2)no1	-15	-18	1	-12	-2	8	-4	5	13	8	9
CCOc1cc(NC(=S)NCC2CCCO2)c(OCC)cc1NC(=O)CC(C)C (stereo not drawn)	9	1	-2	-13	-10	2	9	-25	3	38	14
CC12CCC(C(=O)Nc3nc4ccccc4s3)(OC1=O)C2(C)C (stereo not drawn)	-14	-25	2	-38	-22	-3	-1	-84	-88	6	-116
Cc1ccsc1C(=O)NN=C1CCCCCC1	-19	-8	-1	0	-31	-13	5	-134	-39	-8	-59
Cc1cccc(N=C2CCCC2C(=O)Nc2cccc(C)c2C)c1C (stereo not drawn)	18	15	x	11	-5	7	0	-11	30	-4	7
O=C(Nc1cc(C(F)(F)F)ccc1N1CCCCC1)c1cccc([N+](=O)[O-])c1	-1	-8	0	-2	-23	-18	24	-5	22	4	-10
O=C(c1cccs1)N1CCC(c2nc(-c3ccc(S(=O)(=O)N4CCOCC4)cc3)no2)CC1	27	15	-2	4	7	7	7	-10	22	13	15
CSCCC(=O)N1CCCC(CNC(=O)c2ccc(-c3ccccc3)cc2)C1 (stereo not drawn)	-11	3	-1	-11	-11	7	-10	-6	-37	6	-42
Cc1cccc(OCC(=O)Nc2ccccc2F)c1	-73	-66	6	-51	-68	-4	-7	-16	-243	0	-281
CCOC(=O)[C@]12CCCC=C1N(Cc1ccc(Cl)cc1Cl)C(=O)[C@H](CC(=O)N1CCCC1)C2	x	9	x	x	3	x	x	-14	x	-6	-7
CC(C)(C)OC(=O)N1CCC(Cc2cc(-c3ccccc3)no2)(C(=O)O)CC1	4	2	3	8	-4	1	4	-29	-1	-12	8
Cc1ccccc1NC(=O)/C(=C/c1ccco1)c1ccccc1	8	5	-1	-6	-3	-10	4	-16	12	-32	19
O=C(NCCc1ccccc1)C1CCC(=O)N(Cc2ccc(Cl)cc2)C1 (stereo not drawn)	-1	-1	-2	-3	6	-6	-2	-13	2	-5	9
O=C(NC(=O)N1CCSCC1)c1c(Cl)cccc1Cl	5	3	-4	-1	8	2	-8	-16	1	6	15
Cc1ccccc1C(=O)Nc1cccc(C(=O)Nc2ccccc2C(=O)O)c1	-4	-6	-1	-4	5	2	-21	-29	15	2	21
Cc1cc(C)nc(NC(=O)C(c2ccccc2)c2ccccc2)n1	-12	14	0	6	4	3	-13	4	-7	9	-22
Cc1cc(OCC(=O)N2CCC(O)(c3ccc(Cl)cc3)CC2)c2c(C)cc(=O)oc2c1	20	-5	0	8	8	-2	-1	11	18	14	7
CCCOc1ccc(C(=O)Nc2ccc(N3CCN(C(=O)c4ccco4)CC3)cc2)cc1	16	-1	-1	30	3	-14	36	-15	22	19	9
O=C(Cn1nc(-c2ccccc2)ccc1=O)N1CCCCC1	-4	8	-4	10	-7	5	-10	-21	-1	15	2
Cc1cccc(C(C(=O)NCc2ccc(F)cc2)N(C(=O)c2csnn2)C2CC2)c1 (stereo not drawn)	-1	7	1	-2	17	13	-2	3	8	14	3

Three entries already listed, arranged by the value under HIF-2a block, falling:
mol | HIF-2a block
CC1C(=O)N2CCCc3cc(S(=O)(=O)N(C)Cc4ccccc4)cc1c32 (stereo not drawn) | 17
O=C(Cn1nc(-c2ccccc2)ccc1=O)N1CCCCC1 | 2
CC12CCC(C(=O)Nc3nc4ccccc4s3)(OC1=O)C2(C)C (stereo not drawn) | -116

The listing continues.
SMILES	Shn3 3UTR inh	TWEAK Fn14 block	NR2E3 ag-1	MITF TRPM1 inh	TROY NFkB inh	KKLEB cytotox	CF NFkB inh	NR2E3 ag-2	Peg3 prom inh	TRAIL sens C8	HIF-2a block
COc1ccc(Cl)cc1NC(=O)COC(=O)C1CC(=O)N(Cc2ccccc2)C1 (stereo not drawn)	-12	3	x	9	2	-8	9	-18	-14	-12	-8
COc1cc(OC)cc(C(=O)Nc2ccc(S(=O)(=O)Nc3cc(C)on3)cc2)c1	-26	0	-1	1	1	-2	1	-34	10	-7	-3
Cc1ccc2nc(-c3ccc(N)cc3)sc2c1	11	26	2	14	-4	-56*	-53	-130	-55	83*	-76
Cc1cccc(C)c1OCC(O)CNS(=O)(=O)c1ccccc1C(=O)N1CCCCC1 (stereo not drawn)	30	5	0	6	-1	-17	11	-1	11	1	27
CCOC(=O)C1(C)CCCN1C(=O)c1ccc(OC)cc1 (stereo not drawn)	-9	19	x	x	8	2	20	-27	1	-2	0

High-throughput results from PubChem BioAssay.
